DT40 TDP1 no CPT: qHTS for Inhibitors of human tyrosyl-DNA phosphodiesterase 1 (TDP1): qHTS in cells in absence of CPT; Potency, µM (doses to about 46.2 µM), inactives show at the top dose activity change, negative = growth inhibition, usual class: inhibitors; actives 15% (n = 420,000); DT40 Tdp1-/- hTDP1 cells, no CPT, ATP luminescence, 48 h; further: nearly all actives have a fitted effect of over 55% in size
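Chicken DT40 Tdp1-/- cells stably complemented with human TDP1 were seeded at 400 cells/well with DMSO in place of 20 nM camptothecin. After compound pinning, cells grew at least 48 hr at 37 °C; viability read by CellTiter-Glo luminescence.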
TDP1 inh: inhibitors of human tyrosyl-DNA phosphodiesterase TDP1; Potency, µM (highest dose often 130 µM), for the others: at the highest dose activity change, negative = inhibition, usual class: inhibitors; actives 0.28% (n = 350,000); recombinant TDP1, AlphaScreen DNA substrate cleavage; AID 485290; further: nearly all actives have a fitted effect of over 40% in size
Target sequence (Q9NUW8 whole entry, looked up): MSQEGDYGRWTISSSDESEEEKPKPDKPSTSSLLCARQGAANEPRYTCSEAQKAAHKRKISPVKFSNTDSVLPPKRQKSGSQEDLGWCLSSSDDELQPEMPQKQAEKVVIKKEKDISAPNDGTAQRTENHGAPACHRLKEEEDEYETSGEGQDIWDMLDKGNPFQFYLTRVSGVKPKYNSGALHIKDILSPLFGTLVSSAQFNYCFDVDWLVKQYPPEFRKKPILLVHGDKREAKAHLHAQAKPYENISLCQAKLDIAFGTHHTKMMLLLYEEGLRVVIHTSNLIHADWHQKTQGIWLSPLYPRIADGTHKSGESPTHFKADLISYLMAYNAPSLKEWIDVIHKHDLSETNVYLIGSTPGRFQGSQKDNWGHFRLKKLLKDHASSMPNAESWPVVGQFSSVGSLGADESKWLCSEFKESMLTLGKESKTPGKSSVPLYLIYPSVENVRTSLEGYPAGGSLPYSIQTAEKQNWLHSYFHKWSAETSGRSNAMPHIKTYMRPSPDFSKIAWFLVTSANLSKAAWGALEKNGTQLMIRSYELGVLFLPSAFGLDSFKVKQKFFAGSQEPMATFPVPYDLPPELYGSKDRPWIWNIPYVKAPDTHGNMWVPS
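Signal: AlphaScreen proximity between streptavidin donor and anti-FITC acceptor beads on intact substrate. Reaction: Tdp1 1 nM, substrate 15 nM final, 5 min RT after 15 min compound preincubation.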
TDP1 cell CPT: growth inhibition of DT40 Tdp1-/-;hTDP1 cells with camptothecin (screen for TDP1 inhibitors); Potency, µM (doses to about 46.2 µM), for the others: at the top dose activity change, negative = growth inhibition, most hits filed as inhibitors; actives 12% (n = 420,000); chicken DT40 Tdp1-/-;hTDP1 cells + 20 nM CPT, ATP luminescence, 48 h; further: nearly all actives have a fitted effect of over 55% in size
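Chicken DT40 Tdp1-/- cells complemented with human TDP1, 400 cells/well, exposed to compounds plus 20 nM camptothecin for at least 48 h at 37 C; viability read as ATP content by CellTiter-Glo luminescence.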
Starred values were filed as active, the others as inactive; ? = inconclusive; . = not tested or not shown; & = joins results of further samples; [ ] = remark or other dose. The call rests on the fitted dose curve; in most records, active means well fitted curve in the direction sought with a large enough effect; inconclusive means small, poorly fitted or top-dose-only effect, or another doubt; inactive means no such curve, though single readings can be large; an effect the other way counts as inactive or inconclusive. On the % scale 0 is the no-effect control and ±100 the full control effect; potency means the concentration at half of the fitted maximal effect.

Values in the order: DT40 TDP1 no CPT | TDP1 inh | TDP1 cell CPT
Cc1cc(C)c(S(=O)(=O)N2CCN(C(=O)N3CCCCC3)CC2)c(C)c1
    -26.5% | 1.2% | ?
O=C1OCC(CO)(CO)N=C1NNc1cc(Cl)ccc1Cl
    2.2% | 5.3% | 0.9%
COc1cccc(NC(=S)N(CCN(C)C)C(C)c2ccncc2)c1 (configuration not stated)
    5.3% | 2.5% | -17.4%
CCOC(=O)N1CCN(c2ncnc3scc(-c4ccc(Cl)cc4)c23)CC1
    ? | . | 18.4µM*
O=C1CCCN1Cc1ncnn1-c1ccccc1
    -2.7% | 2.4% | -1.9%
Cc1cccc(NC(=O)C(C)Oc2ccc(C)nc2[N+](=O)[O-])c1 (configuration not stated)
    -19.7% | 1.3% | -2.7%
COc1ccc(CCNCC(=O)Nc2c(C)cc(C)cc2C)cc1OC
    -2.3% | . | -11.1%
COc1ccccc1NC(=O)c1cc(C(=O)Nc2ccccc2OC)n(C)n1
    ? | . | ?
COCCCn1c(SCC(=O)Nc2ccccc2OC)nc2c(sc3ccccc32)c1=O
    25.9µM* | 2.5% | 23.1µM*
O=C(CCC1CCCCC1)NNC(=O)NC12CC3CC(CC(C3)C1)C2
    -20.8% | 7.0% | ?
CCOC(=O)[C@H]1[C@H]2COc3ccc(Br)cc3[C@@H]2N2C(=O)CN(Cc3ccc(Cl)cc3)C(=O)[C@@]12C
    ? | 1.9% | 18.4µM*
O=C(/C=C/c1ccccc1)N/C(=C/c1ccccc1)C(=O)N1CCCCC1
    ? | 7.3% | -8.2%
Nc1ccc2nc3n(c(=O)c2c1)CCC3
    2.0% | 6.1% | -27.0%
Cc1cccc(-c2nc(CS(=O)CC(=O)NCC3CCCO3)c(C)o2)c1 (configuration not stated)
    -4.5% | 0.0% | -6.6%
O=C(NCc1ccc2c(c1)OCO2)c1cccs1
    -3.7% | 5.2% | -14.6%

Structural class, the compounds so far containing a Cl atom (3)
Values in the order: DT40 TDP1 no CPT | TDP1 inh | TDP1 cell CPT
O=C1OCC(CO)(CO)N=C1NNc1cc(Cl)ccc1Cl
    2.2% | 5.3% | 0.9%
CCOC(=O)N1CCN(c2ncnc3scc(-c4ccc(Cl)cc4)c23)CC1
    ? | . | 18.4µM*
CCOC(=O)[C@H]1[C@H]2COc3ccc(Br)cc3[C@@H]2N2C(=O)CN(Cc3ccc(Cl)cc3)C(=O)[C@@]12C
    ? | 1.9% | 18.4µM*

(further entries)
Values in the order: DT40 TDP1 no CPT | TDP1 inh | TDP1 cell CPT
COc1cc(NC(=O)C/C(C)=N/NC(=O)C(=O)NCCO)c(OC)cc1Cl
    -25.9% | . | ?
Cc1ccc(N2C(=O)[C@@H]3C(c4cccnc4)=NO[C@@H]3C2=O)c(C)c1
    8.7% | 1.2% | 1.4%
CS(=O)(=O)N(CC(=O)N1CCN(c2ccccc2)CC1)c1ccc(Cl)c(C(F)(F)F)c1
    ? | 5.6% | ?
CC(C)NC(=O)Cn1nnc(-c2cccc(NC(=O)c3ccccc3F)c2)n1
    -20.2% | -4.0% | ?
CC(=O)Nc1ccc(NC(=O)C(C)OC(=O)C2CCN(S(=O)(=O)c3ccccc3C(F)(F)F)CC2)cc1 (configuration not stated)
    -24.9% | -0.2% | -20.1%
O=C(NCc1cccnc1)c1nn(-c2ccc(F)cc2)nc1CO
    ? | 7.0% | -3.8%
Cc1ncc(CO)c2cc(C(=O)Nc3cccc(F)c3)c(=Nc3cccc(C(N)=O)c3)oc12
    ? | . | -4.7%
CCCOc1ccc(N2C(=O)CC(NCCCN3CCC(C(N)=O)CC3)C2=O)cc1 (configuration not stated)
    ? | . | 25.9µM*
CN1C(=O)c2cccc3c(S(=O)(=O)Nc4ccc(O)c(C(=O)O)c4)ccc1c23
    15.4% | . | 3.2%
CCCC(=O)N(CCc1ccccc1)Cc1nc2ccccc2c(=O)[nH]1
    -19.0% | 2.1% | ?
Cc1cc(NS(=O)(=O)c2ccc(CC(C)C)cc2)no1
    -3.6% | 4.7% | 4.8%
CCN=C1SC(CC(=O)NC(N)=O)C(=O)N1CC (configuration not stated)
    -3.6% | -3.1% | -1.6%
CN(CCOc1ccccc1)C(=O)c1cc([N+](=O)[O-])cc([N+](=O)[O-])c1
    ? | 6.0% | -5.2%
C(=N\c1nc2ccccc2n1Cc1ccccc1)/c1cccs1
    ? | 3.8% | ?
COc1ccc(-n2c(C)cc(C(=O)Cn3c(NCCO)nc4ccccc43)c2C)cc1
    20.6µM* | 9.6% | ?
CCOC(=O)c1sc(NC(=O)C(C)Sc2nc(-c3ccccc3)cc(C(F)(F)F)n2)c(C(=O)OC)c1C (configuration not stated)
    -9.3% | 6.3% | -2.9%
c1ccc(N2CCN(Cc3cn4ccccc4n3)CC2)cc1
    -7.7% | 0.0% | -16.1%
N#Cc1ccc(C23CC4(C2)[C@H](CN(P(=O)(c2ccccc2)c2ccccc2)[C@@H]4c2ccccc2)C3c2ccc(Cl)nc2)cc1 (some centres not stated)
    ? | 12.3%&3.5% | 23.1µM*
N=c1n(CCCOc2ccccc2Cl)c2ccccc2n1CC(N)=O
    20.6µM* | . | 18.4µM*
CCOC(=O)C1CCCN(C(=O)/C=C/c2ccc([N+](=O)[O-])cc2)C1 (configuration not stated)
    ? | -0.6% | -29.9%
FC(F)(F)c1cccc(NC(=S)NCc2ccccn2)c1
    -9.1% | . | -12.8%
O=C(NCCc1c[nH]c2ccccc12)c1ccc2c(c1)OCO2
    ? | . | -5.0%
COc1ccccc1NS(=O)(=O)c1cc(N)ccc1N1CCCC1
    ? | 6.8% | ?
CSCCC(C(=O)NC(C)(C)C)n1c(-c2cccc(NC(C)=O)c2)nc2ccccc21 (configuration not stated)
    ? | . | -11.1%
CCS(=O)(=O)c1nc(S(=O)(=O)c2ccc(C)cc2)c(NCc2ccc(Cl)cc2)s1
    ? | -2.5% | ?
O=C(Cn1nc(-c2ccccc2)nc1-c1ccccc1)OC1CCCCC1
    18.4µM* | 4.7% | ?
CCOc1ccc(NS(=O)(=O)c2ccc(C(=O)N(C)Cc3cccc(OC)c3OC)cc2)cc1
    14.6µM* | 5.0% | 14.6µM*
O=C(CN1CCC(C(=O)c2cccc(Cl)c2)CC1)Nc1ccc(C(=O)O)cc1
    -9.5% | 2.4% | 4.5%
CC(=O)c1sc(NC(=O)c2ccc(F)cc2)nc1-c1ccccc1
    -20.6% | -1.2% | -17.4%
CCOC(=O)c1c(C)[nH]c(C)c1S(=O)(=O)N(C)CC(=O)Nc1cccc(Cl)c1C
    ? | 2.6% | ?
CCNc1nc(SC(C)C(=O)Nc2ccccc2)nc(N(C)C)n1 (configuration not stated)
    ? | 0.0% | ?
Cc1cccc(-n2ncc3c2CCCC3NC(=O)CCc2cccnc2)c1C (configuration not stated)
    ? | 0.9% | ?
CC(C)=CC(=O)OCC(=O)Nc1cccc([N+](=O)[O-])c1
    1.3% | 0.0% | -2.4%
CCOC(=O)c1c(S(=O)(=O)N2CCCC(C(=O)Nc3ccc(OCC)cc3)C2)c(C)n(C)c1C (configuration not stated)
    ? | 8.3% | -26.2%
CC(OC(=O)C1=Cc2ccccc2OC1)C(=O)NCc1ccco1 (configuration not stated)
    ? | 2.7% | -7.7%
Cc1c(C(=O)CN2CCN(c3ccccc3)CC2)c2ccccc2n1C
    ? | . | ?
Cc1ccc(C)c(CN2C(=O)c3ccccc3S(=O)c3ccc(C(=O)N4CCN(c5ccccc5F)CC4)cc32)c1 (configuration not stated)
    1.84µM* | 8.1% | 5.8µM*
CCN(C(=O)COc1ccccc1[N+](=O)[O-])C1CCS(=O)(=O)C1 (configuration not stated)
    -18.5% | 0.6% | -21.1%
COc1ccc(CCN2CC(C(=O)N3CCC(OC)CC3)CCC2=O)cc1 (configuration not stated)
    -2.5% | 5.1% | 4.1%
Cc1cc(Br)cn2c(Cc3cccc(F)c3)c(-c3ccc(C#N)cc3)nc12
    ? | . | 18.4µM*
c1ccc(-c2n[nH]c3c2CCC3)cc1
    -10.6% | 1.0% | 2.9%
COc1ccc(CNC(=S)Nc2cc(OC)ccc2OC)cc1
    ? | 2.6% | -6.2%
CN(c1ccc(C(=O)NCc2ccc3c(c2)OCO3)cc1)S(=O)(=O)c1ccccc1
    -20.5% | 2.5% | 1.8%
COc1cc(/C=C/C(=O)NC2CCCCC2)cc(OC)c1OC
    -0.2% | 2.8% | -3.3%
CCCCOc1ccc(S(=O)(=O)NC(=O)NCc2ccc(OCCC)cc2)cc1
    -5.2% | 1.1% | -10.1%
COc1ccc(S(=O)(=O)Nc2cc(S(=O)(=O)c3ccccc3)c(O)cc2C)cc1
    -13.8% | 4.4%[0.0935 µM] | -18.2%
CCCCCOc1ccc(C(=O)Nc2ccc(N3CCOCC3)cc2N2CCOCC2)cc1
    1.1% | 2.2% | 1.5%
CCCCCN(C(=O)CCC(=O)OCC(=O)c1c(C)cc(C)cc1C)c1c(N)n(CCCC)c(=O)[nH]c1=O
    ? | . | ?
C=CCON1C(=O)C(=O)N(OCC=C)[C@H]2CCCC[C@H]21
    -5.0% | . | 4.0%
COc1ccc(CNC(=O)COC(=O)Cc2ccc(Cl)cc2Cl)cc1
    ? | -2.7% | -6.7%
O=C(COC(=O)c1ccc(F)cc1)Nc1nc2ccc([N+](=O)[O-])cc2s1
    -18.2% | 4.8% | -14.0%
O=C(NCc1cccnc1)c1cc(C2CCCCN2S(=O)(=O)c2cccs2)on1 (configuration not stated)
    -22.5% | . | -19.5%
CCCC(c1nnnn1CS(=O)(=O)c1ccc(C)cc1)N1CCN(c2ccccc2)CC1 (configuration not stated)
    ? | 4.5% | -18.5%
CC1(C)CC(=O)C(C=NCCCN2CCOCC2)=C(O)C1
    -6.5% | 1.9% | -18.7%
CCCCn1nc2cc(C(=O)NCc3cc(C(F)(F)F)cc(C(F)(F)F)c3)ccc2c1OC
    -24.9% | 5.6% | 1.9%
O=C1CC(c2ccccc2)CC(=NCCO)/C1=C(\O)CCCN1C(=O)c2ccccc2C1=O (configuration not stated)
    ? | 0.0% | -0.5%
CCOc1ccc(N2CC(C(=O)Nc3ccc(F)cc3F)CC2=O)cc1 (configuration not stated)
    -1.9% | 4.8% | -13.1%
COc1ccc(Cl)cc1NC(=S)Nc1ccc(Cl)cn1
    13.9% | 7.6% | -0.4%
C=CCOc1ccccc1CNn1nnnc1N
    -16.6% | 7.0% | -17.6%
Cc1cc(C)c(C)c(OCC(=O)N2CCN(c3ccccn3)CC2)c1
    ? | -0.8% | ?

Other records:
Values in the order: DT40 TDP1 no CPT | TDP1 inh | TDP1 cell CPT
COc1ccc(NC(=O)CCc2nc3cccnc3n2-c2ccccc2)c(OC)c1
    ? | 9.0% | ?
Cc1cc(C)c2c(c1)c(C)cc1nnc(SCC(=O)c3cccs3)n12
    ? | 3.9% | -1.6%
Cc1ccccc1NC(=O)CC1SC(=NC2CCCCC2)NC1=O (configuration not stated)
    6.0% | 9.3% | 2.9%
CCOC(=O)c1nn(-c2cccc(C)c2)c2nnc(Cc3ccc(C)cc3)c(=O)n12
    -2.3% | -2.6% | -1.1%
Cc1ccc(C(=O)NCCSc2ccc(Cl)cc2)cc1S(=O)(=O)Nc1ccccc1
    ? | 6.0% | ?
CCOC(=O)Cc1csc(NC(=O)c2ccc(Br)o2)n1
    ? | 2.3% | -23.7%
Cc1cc(=O)[nH]c(N/N=C/c2c(C)nn(-c3ccc(F)cc3)c2Cl)n1
    ? | 0.0% | -23.8%
CCOC(=O)C(C)Sc1ncc(OC)c(=O)[nH]1 (configuration not stated)
    0.8% | -2.8% | 4.5%
O=C(Nc1ccccc1C(=O)O)c1ncn[nH]1
    1.0% | 5.8% | -17.3%
Cc1cccc(C)c1NC(=O)CN(C)C(=O)c1cccc(S(=O)(=O)N2CCN(c3ccc(F)cc3)CC2)c1
    7.31µM* | 13.3% | 11.6µM*
CCN1CCCC1CNC(=O)c1c(O)c2c([nH]c1=O)CCCC2 (configuration not stated)
    -12.2% | 4.8% | 2.9%
Cc1cc2ncc(C(N)=O)cn2n1
    -1.2% | -0.6% | -14.7%
CCN1C(=O)[C@@H]2[C@H](C1=O)[C@@H]1C(=O)Nc3ccccc3C(=O)N1[C@@H]2c1ccc(OC)cc1
    -24.1% | 0.3% | 5.8%
COc1ccc(-n2nc(C(=O)NCC(=O)N3CCOCC3)c3ccccc3c2=O)c(OC)c1
    0.5% | 3.1% | -13.4%
Cc1nn(-c2ccccc2)c(NC(=O)c2cccs2)c(-c2ccccc2)c1=O
    -13.9% | 0.0% | -11.9%
CCCNC(=O)c1ccccc1NC(=O)COc1cccc2c1OC(C)(C)C2
    18.4µM* | 0.5% | ?
CCCCCC(=O)N1C[C@@H](n2cc(C3CC3)nn2)[C@H](O)C[C@@H]1c1ccc(C)cc1
    13µM* | . | ?
C/C(=N\Nc1nc2ccccc2[nH]1)c1cccs1
    ? | 8.2% | ?

This is a random part of the collection; any-hit rate near 18%.
